Screens: PubChem BioAssay, Sanford-Burnham Center for Chemical Genomics
ATG4B inh – ATG4B protease inhibitors, primary screen, biochemical, fluorescence, uHTS. ATG4B cleavage of LC3-PLA2, NBD-HPC fluorescence, 1 h. inhibition, % at 8.33 µM. hit rate 0.51% among 340,000. AID 504462, 2011; in the data active means inhibition above about 40%
Target sequence (Q9Y4P1 whole entry, looked up): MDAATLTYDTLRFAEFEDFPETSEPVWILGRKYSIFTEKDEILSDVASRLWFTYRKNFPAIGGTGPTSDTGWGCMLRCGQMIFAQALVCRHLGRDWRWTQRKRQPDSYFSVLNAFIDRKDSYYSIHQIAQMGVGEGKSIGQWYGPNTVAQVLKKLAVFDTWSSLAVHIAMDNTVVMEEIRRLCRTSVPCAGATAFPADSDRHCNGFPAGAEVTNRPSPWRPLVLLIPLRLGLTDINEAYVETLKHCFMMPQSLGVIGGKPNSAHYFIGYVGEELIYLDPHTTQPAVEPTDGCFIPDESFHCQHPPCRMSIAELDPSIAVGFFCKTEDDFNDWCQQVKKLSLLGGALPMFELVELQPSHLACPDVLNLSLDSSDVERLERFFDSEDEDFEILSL
TIM10 inh – growth inhibitors of isogenic TIM10 control yeast, primary screen, counter-screen for tim10-1 yeast inhibitor project, luminescence, uHTS. S. cerevisiae TIM10 strain growth, BacTiter-Glo luminescence, 24 h. inhibition, % at 10 µM. hit rate 1.4% among 330,000. AID 463195, 2010;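 active means inhibition of 40% or more at the single tested concentration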;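 further: wild-type TIM10 isogenic control strain grown at permissive 25 °C; 0% = DMSO yeast wells and 100% = minimal medium wells without yeast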
hIAP activ – human IAP activators, primary screen, biochemical, luminescence, uHTS | purified human IAP, CDP-Star luminescence, 30 min; hits give high values; 1 = vehicle-only enzyme, 0 = enzyme-free background | hit rate 0.16% among 330,000 | activation factor at 10 µM | Intestinal-type alkaline phosphatase (Homo sapiens), P09923 | AID 2524, 2010;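 active means activation factor of the enzyme at least 2-fold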; further: the source names both 10 and 20 µM as test concentration; values of inactives mirror those of a sister screen read the other way
Target sequence (P09923 whole entry, looked up): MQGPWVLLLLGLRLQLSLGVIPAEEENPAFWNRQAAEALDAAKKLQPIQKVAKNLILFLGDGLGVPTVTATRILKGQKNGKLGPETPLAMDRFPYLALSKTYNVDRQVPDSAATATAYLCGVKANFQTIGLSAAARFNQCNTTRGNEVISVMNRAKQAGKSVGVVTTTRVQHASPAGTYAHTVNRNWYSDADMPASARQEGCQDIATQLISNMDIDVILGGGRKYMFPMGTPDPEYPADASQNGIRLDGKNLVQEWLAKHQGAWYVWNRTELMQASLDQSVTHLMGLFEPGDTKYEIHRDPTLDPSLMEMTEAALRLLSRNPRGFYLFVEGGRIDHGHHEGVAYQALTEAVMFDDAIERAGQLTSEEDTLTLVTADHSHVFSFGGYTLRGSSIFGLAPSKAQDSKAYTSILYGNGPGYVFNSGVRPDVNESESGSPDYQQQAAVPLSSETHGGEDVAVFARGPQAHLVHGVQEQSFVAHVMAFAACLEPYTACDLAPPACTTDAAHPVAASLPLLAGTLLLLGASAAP
Apaf1 inhib – inhibitors of human Apaf-1 apoptosome, primary screen, biochemical, DEVD-Rh110 fluorescence, uHTS; inhibition, % at 20 µM; hit rate 0.71% among 330,000; reconstituted apoptosome caspase-3 activity; Apoptotic protease-activating factor 1 (Homo sapiens), O14727; AID 489030, 2010; active means inhibition of at least 40% at 20 µM;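 further: plate controls were DMSO wells for no effect and DEVD-CHO caspase inhibitor wells for full effect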
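System: Apoptosome proteins | Medium: Hepes pH 7.5 with detergent and BSA | Also added: Cytochrome c trigger plus (Z-DEVD)2-Rh110 caspase-3 substrate | Incubation: 30 min compound preincubation, 50 min activation, room temperature | Detection: Rhodamine 110 fluorescence at Ex 480/Em 540 nm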
hIAP inh – human IAP inhibitors, primary screen, biochemical, luminescence, uHTS. hit rate 0.12% among 330,000. purified IAP, CDP-Star luminescence, 30 min. inhibition, % at 10 µM. Intestinal-type alkaline phosphatase (Homo sapiens), P09923;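 active means inhibition reaching a set limit with compound at 10 µM in the primary screen, cut at about 35% in these data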;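 further: plate controls were DMSO wells with enzyme for no effect and no-enzyme buffer wells for full effect; values of inactives mirror those of a sister screen read the other way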
NALP3 yeast inh – NALP3 inflammasome inhibitors in reconstituted yeast, primary screen, luminescence, uHTS. Yeast reconstituted NLRP3/ASC/caspase-1, beta-gal luminescence, 24 h. hit rate 0.39% among 330,000. inhibition, % at 10 µM;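 active means inhibition of 50% or more; inactive means inhibition below 50%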;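 further: plate controls were induced DMSO wells for no effect and uninduced yeast grown without galactose for full effect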
mIAP activ – activators of mouse IAP, primary screen, biochemical, luminescence, uHTS; intestinal alkaline phosphatase [Mus musculus]; muIAP, CDP-Star luminescence, 30 min; hits give high values; 1 = vehicle-only enzyme signal, 0 = enzyme-free wells; activation factor at 10 µM; hit rate 0.24% among 330,000;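 active means activation factor of at least 2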; further: the source names both 10 and 20 µM as test concentration; values of inactives mirror those of a sister screen read the other way
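Assay system: mouse IAP enzyme; reagent: chemiluminescent substrate CDP-Star; dosing: test compounds delivered from DMSO solution; schedule: 30 min at room temperature; measured by: luminescence from enzymatic CDP-Star hydrolysis; controls: DMSO-only wells and no-enzyme negative control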
mIAP block – inhibitors of mouse IAP, primary screen, biochemical, luminescence, uHTS | purified mouse IAP, CDP-Star luminescence, 30 min | inhibition, % at 10 µM | hit rate 0.2% among 330,000;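 active means inhibition of at least 40% at 10 µM in the primary screen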;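 further: plate controls were DMSO with enzyme for no effect and no enzyme wells for full effect; values of inactives mirror those of a sister screen read the other way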
tim10-1 inh – growth inhibitors of tim10-1 mutant yeast, primary screen, luminescence, uHTS; S. cerevisiae tim10-1 ts strain growth, BacTiter-Glo, 24 h; inhibition, % at 20 µM; hit rate 2.2% among 330,000; AID 463190, 2010;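 active means inhibition of at least 40%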;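 further: mutant grown at 25 °C; 0% = DMSO wells with yeast and 100% = wells holding no yeast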
The depositor's hits bear a star; . = not tested or not shown.

Each structure is followed by: hIAP inh	ATG4B inh	mIAP activ	TIM10 inh	Apaf1 inhib	mIAP block	NALP3 yeast inh	hIAP activ	tim10-1 inh
Cc1ccc(NC(=O)COC(=O)C2CC(=O)N(Cc3ccccc3)C2)cc1S(=O)(=O)N(C)C (stereo not given)
    -10.2	5.6	1.3	-8.7	12.5	-29.8	-8.5	1.1	7.3
CCN(CC)c1nc(N)c(C#N)c(CC#N)c1C#N
    0.5	10.9	1.16	12.0	7.6	-15.9	9.9	0.995	1.0
O=C(NCc1ccco1)C1CCN(C(=O)c2ccc([N+](=O)[O-])cc2)CC1
    4.4	0.2	0.981	7.0	-1.7	1.9	15.2	0.956	-9.0
O=C(O)c1cc(C(=O)C2CCCCC2)c[nH]1
    9.4	-10.5	0.949	7.5	-3.0	5.1	18.0	0.906	6.4
CCn1c(CSCc2ccccc2)n[nH]c1=S
    -9.7	1.3	1.07	-5.6	2.7	-6.9	9.6	1.1	22.5
Cc1c(C(=O)N/N=C/C(C)C)[nH]c2ccc([N+](=O)[O-])cc12
    -26.5	-14.5	0.966	22.9	-2.5	3.4	4.8	1.26	18.1
O=C(Nc1ccccc1C(=O)Nc1ccccn1)c1ccccc1F
    -0.3	7.3	0.99	-16.9	4.2	1.0	21.4	1	15.1
COc1cccc(C2C(C(=O)c3ccc(C)o3)=C(O)C(=O)N2CCN2CCOCC2)c1OC (stereo not given)
    -3.5	3.3	1.02	-14.8	-12.0	-2.2	8.1	1.03	-16.2
CCc1ccccc1NC(=O)CSc1nc2[nH]c(=O)cc(O)c2s1
    1.7	3.2	1.06	-20.2	1.7	-5.9	19.7	0.983	-8.0
CC1C2NC(=O)N(Cc3ccccc3)C1(C)Oc1ccccc12 (stereo not given)
    -0.9	-3.7	0.959	26.5	0.6	4.1	11.8	1.01	10.4
CCOC(=O)C1CCCN(C(=O)c2ccc(CS(=O)(=O)c3ccc(C)cc3)o2)C1 (stereo not given)
    -6.8	-3.8	0.955	6.2	1.0	4.5	5.0	1.07	12.8
Cc1cccc(NC(=O)c2cc3ccccc3nc2C)c1
    -8.2	-3.2	0.968	-3.1	-12.0	3.2	-2.9	1.08	24.3
Cc1ccc(NC(=O)CSc2nc3ccccc3c(=O)n2CCCC(=O)NCC2CCCO2)cc1 (stereo not given)
    -19.1	1.2	0.999	-12.3	8.3	0.1	1.3	1.19	-4.8
CNC(=O)C1CC(=O)N(c2ccc(F)c(Cl)c2)C1 (stereo not given)
    -11.0	-6.5	1.06	10.9	-6.3	-6.2	16.6	1.11	9.1
COc1ccc(CNC(=O)c2ccc(CN3CCOCC3)cc2)cc1
    2.8	-12.1	0.939	-10.7	2.8	6.1	12.4	0.972	-3.0
CC(C)[C@H](NC(=O)c1ccccc1)C(=O)OCC(=O)/C=C1/N(C)c2ccccc2C1(C)C
    0.3	10.0	0.914	8.1	13.0	8.6	5.5	0.997	29.0
C[C@H](NC(=O)C1CCC(CNC(=O)[C@@H]2CCCN2C(=O)OC(C)(C)C)CC1)C(=O)O (stereo not given in full)
    16.1	-2.5	1.01	-13.5	0.3	-0.8	17.5	0.839	3.8
Cc1cc(OCc2nnc(SCC(=O)OC3CCCCC3)o2)ccc1Cl
    -2.5	5.0	0.988	4.5	8.6	1.2	4.9	1.02	-3.3
O=c1c2c(-c3cccc([N+](=O)[O-])c3)ccnc2[nH]n1-c1ccccc1
    7.2	6.7	0.901	2.2	9.0	9.9	13.7	0.928	-7.8
O=C(CN1C(=O)NC2(CCCCCCC2)C1=O)NC1CCCc2ccccc21 (stereo not given)
    -68.7	5.2	0.963	8.2	-0.7	3.7	24.5	1.69	8.8
Cc1cc(/C([O-])=C(/C(=S)Nc2ccc(F)cc2)[n+]2ccccc2)c(C)n1Cc1ccccc1Cl
    2.8	-11.3	0.866	16.8	17.5	13.4	20.6	0.972	5.9
CC[C@]12c3[nH]c4cc(CCC(=O)N(C)C)ccc4c3CCN1C(=O)[C@@H](CC(=O)NCCCn1ccnc1)C[C@@H]2C(=O)N1CCN(C(=O)c2ccco2)CC1
    .	-3.0	1.16	-18.6	13.9	-8.6	.	.	8.3
COc1ccccc1C(O)Cc1nc2ccccc2n1C (stereo not given)
    5.0	0.7	0.972	1.7	-12.6	2.8	7.1	0.95	6.5
O=C(Nc1ccccc1)N1CC=C(c2ccc(F)cc2)CC1
    -3.3	0.3	1.05	2.7	-0.8	-5.2	36.4	1.03	-24.6
O=C1NNC(c2ccccc2)=N/C1=C\c1ccco1
    -39.5	-5.5	0.714	8.6	-18.7	28.6	24.2	1.4	-4.5
O=C(c1ccc2c3c(cccc13)CC2)C1CCCN(C(=O)c2cccnc2)C1 (stereo not given)
    -5.7	-5.3	1.04	1.3	3.3	-3.9	-0.2	1.06	34.0
CN(Cc1ccc(F)cc1)C(=O)C(c1ccccc1)c1ccccc1
    -4.1	-2.5	1.04	-6.7	23.2	-3.9	-9.2	1.04	23.5
Cc1ccc(C(=O)N2CCN(C(=O)c3ccc(C)cc3)C2)cc1
    -1.2	-13.3	1.04	-18.9	-16.8	-4.4	18.7	1.01	-1.0
C/C(=N\NC(=O)c1ccc(CSc2nc(C)cc(C)n2)cc1)c1ccco1
    -18.2	-3.9	0.959	19.5	11.6	4.1	-6.4	1.18	24.5
Cc1nnc(SCC(=O)NCc2ccccc2)n1-c1ccccc1
    -0.2	8.7	1.08	4.1	13.3	-7.9	-8.0	1	21.9
CCOc1ccc(NC(=NCc2ccc3c(c2)OCO3)SC2CC(=O)N(c3ccc(OCC)cc3)C2=O)cc1 (stereo not given)
    10.7	4.5	1.16	8.4	4.5	-15.7	3.5	0.893	17.4
COc1ccccc1CN(CC(=O)NCc1ccc2c(c1)OCO2)C(=O)c1csnn1
    -23.7	-3.8	1.02	-8.7	7.6	-2.3	2.6	1.24	10.9
Cc1ccc(OCC(=O)NNC(=O)Nc2ccc(Cl)cc2)c(Br)c1
    -30.2	-1.9	1.06	-24.1	1.1	-6.4	15.1	1.3	-3.5
CCN(CC)CCN(C(=O)CN1C(=O)CCC1=O)c1nc2cc3c(cc2s1)OCO3
    -15.9	-3.2	1.06	-30.9	-15.4	-6.0	-0.3	1.16	-8.0
Cc1ccc(S(=O)(=O)N(CC(=O)NCc2cccnc2)C2CCCCC2)cc1
    3.7	-9.5	0.986	24.2	-2.6	1.4	6.5	0.963	19.3
COc1ccc(N2CCN(C(c3nnnn3CCc3ccccc3)C(C)C)CC2)cc1 (stereo not given)
    1.2	-2.0	1.11	29.4	14.4	-11.6	19.6	0.988	23.0
OCCCNC(=S)NC1CCCC1
    -17.2	-0.8	1.09	11.0	-0.1	-8.9	9.2	1.17	-2.3
CC1=CC=CC2=NC(=O)CC(C)(C(=O)N(CC(=O)NC3CCCC3)c3ccc(F)cc3)N12 (stereo not given)
    6.2	-3.6	0.972	12.3	-6.6	2.8	24.1	0.938	-16.8
CCOC(=O)N1CCC(NC(=O)c2ccc3c(c2)ncn3C2CCCC2)CC1
    7.9	1.6	1.1	-14.1	3.8	-10.3	3.7	0.921	3.2
CC(=O)N/C(=C/c1ccc2c(c1)OCO2)C(=O)O
    6.6	-3.1	1.01	14.9	-7.0	-1.0	-3.1	0.934	3.1
COc1ccc(/C(O)=C2/C(=O)C(=O)N(CCN(C)C)C2c2ccccc2)cc1Cl (stereo not given)
    10.7	-0.3	1.04	6.5	-1.5	-4.5	7.8	0.893	-5.1
Cc1ccc(CNC(=O)CCNS(=O)(=O)c2ccc(Br)s2)cc1
    -3.4	-0.5	1.01	2.2	2.9	-1.2	13.2	1.03	12.1
Cc1ccc(CNC(=O)Cc2ccc(NC3=NC4CS(=O)(=O)CC4S3)cc2)cc1 (stereo not given)
    -0.1	-2.2	0.999	-9.5	-3.6	0.1	8.2	1	-5.5
CSc1ccc(CN(C)C(=O)CNC(=O)CNS(=O)(=O)c2ccc(C)c(C)c2)cc1
    0.1	4.4	0.962	4.0	18.3	3.8	12.7	0.999	5.4
CC(C)(C)c1ccc(C(=O)NNC(=S)NCC2CCCO2)cc1 (stereo not given)
    -34.3	2.3	1.02	-3.3	-12.8	-2.5	9.8	1.34	23.3

Only mIAP activ, NALP3 yeast inh and hIAP activ, for some of the entries so far:
structure	mIAP activ	NALP3 yeast inh	hIAP activ
CCOc1ccc(NC(=NCc2ccc3c(c2)OCO3)SC2CC(=O)N(c3ccc(OCC)cc3)C2=O)cc1 (stereo not given)	1.16	3.5	0.893
COc1ccc(N2CCN(C(c3nnnn3CCc3ccccc3)C(C)C)CC2)cc1 (stereo not given)	1.11	19.6	0.988

Other structures follow.
Each structure is followed by: hIAP inh	ATG4B inh	mIAP activ	TIM10 inh	Apaf1 inhib	mIAP block	NALP3 yeast inh	hIAP activ	tim10-1 inh
CCOC(=O)N1CCN(CCC(=O)Nc2ccc(F)c(F)c2)CC1
    -5.6	-5.0	1.07	-1.7	-14.0	-6.8	-4.3	1.06	2.2
Cc1ccc(/C=C/C(=O)N2CCCC(C(N)=O)C2)o1 (stereo not given)
    11.1	1.0	1.09	-18.5	-22.2	-8.9	-6.3	0.889	-5.4
O=C(Cn1ncc2ccccc21)N1CCc2ccccc21
    -4.1	-7.7	1.05	0.3	3.5	-5.2	17.3	1.04	-23.7
CC(=O)Nc1nnc(-c2c(-c3c(Cl)cccc3Cl)noc2C)o1
    1.4	3.1	0.837	6.8	-12.7	16.3	3.6	0.986	-16.5
Cc1cc(C(=O)N2CCCC(C(=O)c3cc(F)ccc3F)C2)c(C)o1 (stereo not given)
    -6.8	-0.1	0.931	-19.3	-11.1	6.9	18.7	1.07	-13.1
CN(C)C(CNC(=O)CSc1nc2ccccc2c(=O)n1Cc1ccco1)c1ccccc1 (stereo not given)
    -4.3	-0.3	0.906	16.3	18.0	9.4	-4.6	1.04	15.8
COc1ccccc1N1CCN(C(=O)c2ccc(NC(C)=O)cc2)CC1
    1.2	1.8	0.935	-3.8	-9.1	6.5	7.7	0.988	-11.5
CC(Sc1nnc(COc2ccccc2)n1-c1ccccc1)C(=O)O (stereo not given)
    -8.5	5.0	0.934	0.0	-4.3	6.6	4.6	1.08	1.1
O=C1c2cccc(O)c2C(=O)c2c(O)cc(CO)cc21
    17.1	-13.1	0.551	39.3	6.9	44.9*	23.9	0.829	54.1*
Cc1ccc(C)c(NC(=O)c2cc[n+](C)cc2)c1
    12.1	1.2	0.972	-11.3	-7.1	2.8	5.2	0.879	1.1
C/C=C/Cn1cccc(C(=O)Nc2ccc(OC)cc2)c1=O
    10.7	7.7	1.04	4.5	-5.5	-4.2	42.9	0.893	23.4
